STAT3 inh: STAT3 signaling inhibition; AID 862; U3A cells, IL-6 STAT3-luciferase reporter, luminescence; host cell line lacks STAT1; 190,000 tested, 0.89% active; inhibition, % at 5.5 µM;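 active = inhibition above the mean inhibition across all screened compounds plus 3 SD, cut at about 44% in these data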;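 note: 0% = DMSO only wells and 100% = 100 µM nifuroxazide control wells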
STAT1 act: activators of IFN-gamma induced STAT1 signaling; NIH 3T3 STAT1-luciferase reporter, luminescence; 100% = IFN-gamma alone, no compound; activation (% of control), % at 5.5 µM; 200,000 tested, 2.6% active; AID 932;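 active = activation above the screen-wide mean activation plus 3 SD, cut at about 130% in these data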;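 note: raw ratio to IFN-gamma control signal so 100% means no change and 0% no light; values of inactives mirror those of a sister screen read the other way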
STAT3 act: STAT3 signaling activation; U3A cells, IL-6 STAT3-luciferase reporter, luminescence; 100% = signal with IL-6 EC80 alone; activation (% of control), % at 5.6 µM; 190,000 tested, 0.91% active; AID 871;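 active = activation above the screen-wide mean of compound activation plus 3 SD, cut at about 130% in these data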;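 note: 0% = background luminescence of wells with medium and substrate only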
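Material: human U3A cells carrying STAT3-luciferase construct. Measured by: reporter luminescence signal. Timing: compound 1 h, then IL-6 6 h at 37 °C.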
Hsp70 activator: transcriptional activators of Hsp70. HeLa Hsp70 promoter luciferase reporter, luminescence; scaled: vehicle 0, proteasome-inhibitor control 100%. activation, % at 10 µM. 200,000 tested, 0.04% active;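 active = activation above the mean across all tested compounds plus 3 SD, cutoff set per campaign, cut at about 5.5% in these data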;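 note: 100% = MG132 at 30 µM as the positive control and 0% = DMSO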
NF-kB expr up: raises NF-kB expression in human neuronal cells | 190,000 tested, 1.6% active | fold change at 12.5 µM | NF-kB reporter expression; hits give high values | AID 1239; in the data active = fold change above about 3.3
FLuc inh counter: Photinus pyralis luciferase inhibition counter-screen | P08659 | ATPLite firefly luciferase biochemical luminescence, 10 min | inhibition, % at 10 µM | 200,000 tested, 1.5% active;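 active = inhibition above about 50% when tested at 10 µM, limit read from the data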
Target sequence (P08659 whole entry, looked up): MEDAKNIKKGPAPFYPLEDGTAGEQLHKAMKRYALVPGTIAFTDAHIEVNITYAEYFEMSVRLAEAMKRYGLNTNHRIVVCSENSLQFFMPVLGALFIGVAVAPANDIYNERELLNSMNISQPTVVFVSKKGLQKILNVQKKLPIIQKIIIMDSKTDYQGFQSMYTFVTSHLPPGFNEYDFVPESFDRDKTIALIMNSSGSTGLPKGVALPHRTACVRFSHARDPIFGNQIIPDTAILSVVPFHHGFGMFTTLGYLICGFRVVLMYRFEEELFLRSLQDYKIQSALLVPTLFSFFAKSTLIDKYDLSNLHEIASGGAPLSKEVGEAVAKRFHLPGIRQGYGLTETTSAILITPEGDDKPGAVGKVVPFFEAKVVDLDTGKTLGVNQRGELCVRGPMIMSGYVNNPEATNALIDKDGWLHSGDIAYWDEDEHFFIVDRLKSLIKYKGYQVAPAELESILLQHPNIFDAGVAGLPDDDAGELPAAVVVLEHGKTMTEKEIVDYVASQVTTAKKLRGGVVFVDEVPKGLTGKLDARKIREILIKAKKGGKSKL
APP transl inh: APP translation inhibition; AID 1285; 190,000 tested, 0.82% active; SH-SY5Y APP 5'UTR-luciferase reporter, luminescence; inhibition, % at 2 µM;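 active = inhibition above a set limit, derived from the sample mean plus 3 SD, cut at about 45% in these data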; note: values of inactives mirror those of a sister screen read the other way
RAM inhibit: inhibitors of the yeast RAM network; S. cerevisiae dse1pr::URA3 reporter, 5-FOA growth OD615, 2 d; analog-sensitive cbk1-as2 kinase mutant strain; inhibition, % at 50 µM; 190,000 tested, 1.8% active;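 active = inhibition above a set limit, 3 SD over mean compound inhibition, cut at about 8.4% in these data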;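 note: 0% = DMSO-only wells with no growth and 100% = 10 µM 1-NA-PP1 full growth; inhibition rescues growth on 5-FOA so higher OD means more RAM inhibition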
STAT1 blocker: inhibitors of IFN-gamma induced STAT1 signaling; NIH 3T3 STAT1-luciferase reporter, luminescence; inhibition, % at 5.5 µM; 200,000 tested, 0.35% active; AID 920;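 active = inhibition above a set limit, the mean inhibition across all tested compounds plus 3 SD, cut at about 34% in these data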;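 note: 0% = IFN-gamma with DMSO and 100% = IFN-gamma with 300 µM nifuroxazide; values of inactives mirror those of a sister screen read the other way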
APP 5'UTR act: activates APP 5'UTR luciferase reporter; SH-SY5Y APP 5'UTR luciferase reporter, luminescence; zero percent = DMSO vehicle wells; activation, % at 2 µM; 190,000 tested, 1% active;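 active = activation above a set limit, based on mean plus 3 SD of controls, cut at about 140% in these data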; note: values of inactives mirror those of a sister screen read the other way
* = called active by the depositor; . = not tested or not shown. Hits appear at their usual frequency. Share with any hit: about 7.7%.

SMILES | STAT3 inh | STAT1 act | STAT3 act | Hsp70 activator | NF-kB expr up | FLuc inh counter | APP transl inh | RAM inhibit | STAT1 blocker | APP 5'UTR act
COc1ccc(CNc2ncnc(N)n2)cc1 | -2 | 103 | 104 | 0.1 | 1.1 | -5 | -4 | -0.4 | -3 | 4
CN1CCN(C(=O)C2=C[C@@H](c3coc4ccccc4c3=O)C[C@@H](OCc3ccc(CO)cc3)O2)CC1 | . | 97 | . | 0.5 | 1.1 | -2 | -2 | 2.0 | 4 | 2
N#CC(C(=O)Nc1cccc(Cl)c1)=C1Nc2ccccc2N1 | 25 | 108 | 82 | -0.2 | 0.99 | -10 | -4 | 3.4 | -9 | 4
CCOC(=O)Cc1csc(SCC(=O)NC(C)C23CC4CC(CC(C4)C2)C3)n1 (configuration not stated) | 3 | 100 | 97 | 0.0 | 1.1 | 1 | 1 | 0.9 | 0 | -1
COc1ccc(S(=O)(=O)N(CC(=O)N2CCN(c3ccccc3)CC2)c2ccccc2)cc1 | 1 | 106 | 105 | 0.1 | 1.3 | -6 | 8 | 0.6 | -7 | -8
CS(=O)(=O)N(CC(=O)NCCc1ccccc1)C1CCCCC1 | -6 | 99 | 102 | 0.3 | 1.3 | -5 | 0 | 0.3 | 1 | 0
CC(C)N(C(=O)Nc1ccc2nccnc2c1)C(C)C | 0 | 93 | 101 | 0.1 | 0.6 | 2 | -2 | 0.7 | 8 | 2
COc1cc(CNC(C)(C)CO)ccc1OCC(=O)NC(C)(C)C | -5 | 96 | 102 | -0.3 | 1.3 | -2 | 5 | 0.0 | 4 | -5
COCCN1Cc2cccc(C(=O)Nc3cc(C)cc(C)c3)c2C1=O | 18 | 100 | 89 | -0.1 | 0.82 | -7 | 10 | 2.6 | 0 | -10
COc1cc(CC(=O)NCc2ccco2)cc(OC)c1OC | 2 | 95 | 99 | -0.4 | 1.2 | -8 | -8 | 0.7 | 5 | 8
CCN(CC)c1ccc(NC(=O)CN2CCN(CC(=O)Nc3ccccc3F)CC2)cc1 | 13 | 104 | 91 | -0.2 | 1.2 | -5 | 2 | 1.0 | -5 | -2
O=C(N/N=C/c1ccc(N2CCOCC2)cc1)c1ccc(NS(=O)(=O)c2cccs2)cc1 | 3 | 104 | 99 | -0.2 | 1.3 | 36 | -8 | 0.6 | -5 | 8
Cc1nnc(NC(=O)NCN2C(=O)C3C4C=CC(C4)C3C2=O)s1 (configuration not stated) | 6 | 101 | 100 | -0.1 | 1 | -10 | -4 | -0.5 | -1 | 4
CCOc1cccc(C2C(C(=O)c3ccc(C)o3)=C(O)C(=O)N2c2nccs2)c1 (configuration not stated) | -11 | 103 | 113 | -0.2 | 1.1 | 1 | -4 | 3.8 | -3 | 4
NC(N)=Nc1nc(-c2ccccc2)c2cc(F)ccc2n1 | 16 | 89 | 90 | -0.1 | 2.6 | -3 | 25 | 1.6 | 12 | -25
Cc1ccc(C(C)C)c(OCC(=O)Nc2ccc(Cl)cn2)c1 | -5 | 76 | 104 | -0.3 | 1.1 | -6 | 2 | 4.0 | 26 | -1
CN(C)S(=O)(=O)c1ccc(N2CCN(S(=O)(=O)c3ccc(F)cc3)CC2)c(Cl)c1 | 6 | 98 | 97 | -0.3 | 0.58 | -10 | 12 | 2.3 | 2 | -12
CC1CN(c2nc(-c3ccccc3)nnc2-c2ccccc2)CC(C)O1 (configuration not stated) | 16 | 97 | 96 | -0.1 | 1.3 | -8 | 2 | 2.8 | 3 | -3
Cc1n[nH]c(=O)nc1NCCc1ccccc1 | -10 | 96 | 106 | -0.4 | 0.59 | -5 | -16 | -0.8 | 4 | 16
O=[N+]([O-])c1ccccc1/C=N/n1c(C2CCCCC2)n[nH]c1=S | -5 | 100 | 107 | -0.3 | 1 | 0 | -6 | 1.0 | 0 | 6
O=C1CSC(c2ccccn2)N1c1ccccc1F (configuration not stated) | 8 | 105 | 97 | 0.1 | 1.1 | -4 | -22 | 1.6 | -7 | 22
CNC(=S)N1CCN(c2ccc(Cl)c(Cl)c2)CC1 | 35 | 83 | 74 | 0.3 | . | -7 | 2 | -0.8 | 19 | -2
CCN(CCNC(=O)CN1CCN(Cc2ccc(Cl)cc2)C1=O)c1ccccc1 | -4 | 97 | 103 | -0.1 | 1 | 0 | 1 | -0.7 | 4 | -1
Cc1nn(C(=O)c2cccc([N+](=O)[O-])c2)c(C)c1Sc1ccccc1 | 6 | 102 | 99 | -0.2 | 1.1 | -10 | -3 | 3.9 | -3 | 3
COc1ccc(CCNC2=C(Cl)C(=O)N(CCc3ccccc3)C2=O)cc1OC | 9 | 95 | 92 | -0.2 | 0.79 | -6 | -1 | 6.1 | 6 | 1
SMILES | STAT3 inh | STAT1 act | STAT3 act | Hsp70 activator | NF-kB expr up | FLuc inh counter | APP transl inh | RAM inhibit | STAT1 blocker | APP 5'UTR act
O=C(O)CCNS(=O)(=O)c1ccccc1C(F)(F)F | 9 | 104 | 98 | -0.4 | 1.1 | -3 | 0 | -0.8 | -5 | 0
O=C(NCc1cccs1)C1CCC(CNS(=O)(=O)c2cccs2)CC1 (configuration not stated) | -2 | 101 | 102 | -0.3 | 0.99 | -4 | 8 | 5.5 | -3 | -8
O=C1Nc2ccccc2OC1CC(=O)N1CCOCC1 (configuration not stated) | -1 | 103 | 109 | 0.0 | 1.1 | -7 | 10 | 1.7 | -3 | -10
Cc1ccc(-c2c[n+](CC(=O)c3ccc(Br)cc3)c3n2CCCCC3)cc1 | 14 | 85 | 91 | 0.0 | 1.1 | 0 | -16 | 3.0 | 15 | 16
CC1CCCC(C)N1C(=O)CSc1nnc(COc2cccc3cccnc23)o1 (configuration not stated) | 2 | 104 | 100 | -0.2 | 0.41 | 2 | 3 | 2.1 | -6 | -3
CCOC(=O)c1c(C2COc3ccccc3O2)csc1NC(=O)c1ccccc1 (configuration not stated) | 12 | 101 | 96 | -0.5 | 0.4 | -1 | . | 6.2 | -1 | .
Cc1ccc(C(=O)N/C(=C/c2ccc(-c3cccc([N+](=O)[O-])c3)o2)C(=O)NCCCN(C)C)cc1 | 20 | 100 | 87 | -0.1 | 0.99 | -2 | 6 | 1.1 | -2 | -6
O=C1CC(C(=O)O)C2(CCCC2)O1 (configuration not stated) | 2 | 105 | 102 | -0.2 | . | . | 5 | . | -7 | -5
Cc1cc(N2CCCCC2)nc2ccc(NC(=O)CCC(=O)NCCC(C)C)cc12 | 3 | 114 | 102 | -0.3 | 1.8 | 2 | -19 | -0.7 | -16 | 19
CC(C)C(=O)NC(=S)Nc1ccccn1 | 8 | 104 | 103 | -0.1 | 1.2 | -8 | 3 | 0.7 | -4 | -3
O=C(NCCc1ccncc1)Nc1ccccc1 | 3 | 102 | 101 | -0.3 | 1.1 | -2 | -3 | 0.5 | -2 | 3
CC(C)OC(=O)CSc1nc2cccnc2n1C1CCCCC1 | -1 | 84 | 106 | -0.3 | 0.93 | -4 | 8 | 0.8 | 17 | -8
CC(C)Nc1nc(SC(C)C(=O)Nc2ccccc2)nc(N(C)C)n1 (configuration not stated) | 5 | 92 | 101 | -0.1 | 1.2 | -1 | 0 | 0.4 | 7 | 0
Cc1ccnc(NC(=O)/C=C/c2ccccc2Cl)c1 | 55* | 121 | 55 | -0.3 | 8.7* | 76* | -186 | 2.3 | -23 | 186*
Cc1ccn(-c2ccc([N+](=O)[O-])cc2)n1 | 20 | 108 | 90 | 0.0 | 1.1 | -1 | -3 | 0.7 | -17 | 3
CCOC(=O)Cc1nnc(NC(=O)CSc2nnc3c(n2)[nH]c2ccccc23)s1 | 19 | 99 | 86 | -0.1 | 1.1 | -7 | 11 | 3.1 | 0 | -11
COc1ccc(CCNCC2C(Oc3ccc(Cl)cc3)C(=O)N2c2ccccc2C)cc1OC (configuration not stated) | 17 | 85 | 94 | 0.1 | 0.61 | -2 | -15 | 0.5 | 16 | 15
Cc1ccc(C(=O)NC(=S)N2CCN(c3ccc([N+](=O)[O-])cc3)CC2)cc1 | 26 | 99 | 80 | -0.6 | 0.99 | -5 | -7 | 3.0 | 1 | 7
CC(O)(C#CCN1CCCCCC1)c1ccccc1 (configuration not stated) | 5 | 99 | 102 | 0.5 | 1.1 | -6 | 15 | 0.9 | -1 | -15
N/N=C(/Cc1nc2ccccc2[nH]1)c1ccc([N+](=O)[O-])cc1 | 15 | 102 | 90 | 0.0 | 1.2 | 5 | -31 | 0.6 | -3 | 31
CC1CN(c2nc3ccccn3c(=O)c2C=O)CC(C)O1 (configuration not stated) | 2 | 100 | 102 | -0.2 | 1 | -6 | -7 | 0.4 | -1 | 7
O=C(c1ccc(Sc2cccc(Cl)c2)c([N+](=O)[O-])c1)N1CCN(c2ccccn2)CC1 | 1 | 115 | 106 | -0.1 | 1.2 | -5 | -28 | 1.6 | -16 | 28
Cc1cc(C)c2oc(C(=O)Nc3ccc(S(=O)(=O)N4CCC(C)CC4)cc3)cc(=O)c2c1 | 6 | 94 | 95 | -0.6 | 1 | -9 | -4 | 5.4 | 7 | 4
COC(=O)c1c(-c2ccco2)csc1NC(=O)C1CC=CCC1C(=O)O (configuration not stated) | -7 | 97 | 110 | -0.2 | 1 | 1 | -12 | -0.1 | 4 | 12
CCOC(=O)c1sc(NC(=O)c2ccc(OC(C)=O)cc2)nc1C | 39 | 116 | 69 | -0.2 | 1.8 | 7 | -47 | 3.5 | -19 | 47
O=C(N/N=C/c1cc2cc3c(cc2nc1Cl)OCCO3)c1ccccc1O | 4 | 110 | 99 | -0.4 | 1.4 | 10 | -14 | -0.2 | -11 | 14
CS(=O)(=O)N(CC(=O)NCCSCc1cccc(Cl)c1)c1ccc2c(c1)OCO2 | 4 | 104 | 99 | 0.2 | 1.1 | -2 | -2 | -0.3 | 0 | 2
CCC(=O)Nc1ccc(Br)cn1 | 4 | 103 | 98 | -0.4 | 1.1 | -4 | 10 | 2.2 | -5 | -10
CC(=O)OC(Cn1nc(C)cc1C)c1ccccc1 (configuration not stated) | 3 | 88 | 106 | 0.0 | 1.2 | -6 | 6 | -1.8 | 14 | -6

A different layout for some results above:
| Molecule | STAT3 inh | STAT1 act | STAT3 act | Hsp70 activator | NF-kB expr up | FLuc inh counter | APP transl inh | RAM inhibit | STAT1 blocker | APP 5'UTR act |
| --- | --- | --- | --- | --- | --- | --- | --- | --- | --- | --- |
| Cc1cc(C)c2oc(C(=O)Nc3ccc(S(=O)(=O)N4CCC(C)CC4)cc3)cc(=O)c2c1 | 6 | 94 | 95 | -0.6 | 1 | -9 | -4 | 5.4 | 7 | 4 |
| COC(=O)c1c(-c2ccco2)csc1NC(=O)C1CC=CCC1C(=O)O (configuration not stated) | -7 | 97 | 110 | -0.2 | 1 | 1 | -12 | -0.1 | 4 | 12 |

Three entries out of the list, arranged by heavy-atom count, smallest number first:
SMILES | STAT3 inh | STAT1 act | STAT3 act | Hsp70 activator | NF-kB expr up | FLuc inh counter | APP transl inh | RAM inhibit | STAT1 blocker | APP 5'UTR act
O=C(O)CCNS(=O)(=O)c1ccccc1C(F)(F)F | 9 | 104 | 98 | -0.4 | 1.1 | -3 | 0 | -0.8 | -5 | 0
O=C(c1ccc(Sc2cccc(Cl)c2)c([N+](=O)[O-])c1)N1CCN(c2ccccn2)CC1 | 1 | 115 | 106 | -0.1 | 1.2 | -5 | -28 | 1.6 | -16 | 28
COc1ccc(CCNCC2C(Oc3ccc(Cl)cc3)C(=O)N2c2ccccc2C)cc1OC (configuration not stated) | 17 | 85 | 94 | 0.1 | 0.61 | -2 | -15 | 0.5 | 16 | 15
